mIAP activ = increases mouse intestinal alkaline phosphatase activity. AID 2805. 330,000 compounds, 0.24% hits. activation factor at 10 µM. muIAP, CDP-Star luminescence, 30 min; active compounds read high; 1 = vehicle-only enzyme signal, 0 = enzyme-free wells;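 active means activation factor of at least 2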; further: the source names both 10 and 20 µM as test concentration; values of inactives mirror those of a sister screen read the other way
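Assay system: mouse IAP enzyme / Compound: DMSO-dissolved test compounds / Timing: 30 min, room temperature / Measured by: luminescence from enzymatic CDP-Star hydrolysis / Control set: DMSO-only wells, enzyme-free buffer wells as negative control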
A3G deaminase = APOBEC3G (human) deaminase inhibition | Q9HC16 | recombinant A3G, ssDNA deamination FAM/TAMRA fluorescence | inhibition, % at 20 µM | 330,000 compounds, 0.28% hits | AID 493012;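 active means inhibition of at least 40% at 20 µM, with no more than 30% in the related APOBEC3A deaminase screen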;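 further: plate controls were DMSO wells with A3G for no effect and wells lacking A3G enzyme for full effect; some compounds called inactive have numbers as strong as hits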
Target sequence (Q9HC16 whole entry, looked up): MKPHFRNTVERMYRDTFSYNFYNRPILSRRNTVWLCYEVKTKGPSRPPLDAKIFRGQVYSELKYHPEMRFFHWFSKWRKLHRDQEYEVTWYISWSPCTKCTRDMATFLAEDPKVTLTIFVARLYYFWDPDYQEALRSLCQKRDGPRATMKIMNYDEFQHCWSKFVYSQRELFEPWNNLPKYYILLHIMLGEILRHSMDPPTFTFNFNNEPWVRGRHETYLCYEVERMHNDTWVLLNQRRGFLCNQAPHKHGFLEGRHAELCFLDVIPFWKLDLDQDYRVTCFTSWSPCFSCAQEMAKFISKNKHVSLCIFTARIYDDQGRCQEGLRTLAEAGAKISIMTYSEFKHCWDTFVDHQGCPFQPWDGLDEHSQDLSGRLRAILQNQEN
mIAP block = blocks mouse intestinal alkaline phosphatase; purified mouse IAP, CDP-Star luminescence, 30 min; inhibition, % at 10 µM; 330,000 compounds, 0.2% hits; AID 2806;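 active means inhibition of at least 40% at 10 µM in the primary screen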;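 further: plate controls were DMSO with enzyme for no effect and no enzyme wells for full effect; values of inactives mirror those of a sister screen read the other way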
MIN6 prolif = inducers of beta-cell replication in MIN6 cells; MIN6 cells proliferation, ATPlite luminescence, 48 h; cells starved in 0.2% serum; 100% = growth in 10% serum; proliferation, % at 10 µM; 330,000 compounds, 0.29% hits; AID 2380;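 active means compounds whose signal lies at least 3.5 SD above the mean of all wells on their plate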;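 further: 0% = DMSO-treated cells in low-serum medium and 100% = 10% serum control; some compounds called inactive have numbers as strong as hits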
APOBEC3A inh = human APOBEC3A DNA deaminase inhibition; recombinant A3A, FAM/TAMRA ssDNA deamination fluorescence; P31941; inhibition, % at 20 µM; 330,000 compounds, 0.41% hits;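 active means at least 40% inhibition at 20 µM here, with at most 30% in a related deaminase screen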;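 further: plate controls were A3A with DMSO for no effect and wells lacking A3A enzyme for full effect; some results filed as inactive read as strong as hits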
Target sequence (P31941 whole entry, looked up): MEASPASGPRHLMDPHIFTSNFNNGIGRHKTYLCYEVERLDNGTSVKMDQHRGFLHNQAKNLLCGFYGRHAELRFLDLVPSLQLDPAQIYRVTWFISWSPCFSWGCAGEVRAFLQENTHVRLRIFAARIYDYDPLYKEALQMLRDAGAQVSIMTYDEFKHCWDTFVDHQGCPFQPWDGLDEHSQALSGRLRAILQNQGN
hIAP act = increases human intestinal alkaline phosphatase activity | activation factor at 10 µM | 330,000 compounds, 0.16% hits | AID 2524 | P09923 | purified human IAP, CDP-Star luminescence, 30 min; active compounds read high; 1 = vehicle-only enzyme, 0 = enzyme-free background;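 active means activation factor of the enzyme at least 2-fold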; further: the source names both 10 and 20 µM as test concentration; values of inactives mirror those of a sister screen read the other way
ATG4B inh = ATG4B (human) cysteine protease inhibition; Q9Y4P1; ATG4B cleavage of LC3-PLA2, NBD-HPC fluorescence, 1 h; inhibition, % at 8.33 µM; 340,000 compounds, 0.51% hits; in the data active means inhibition above about 40%
Target sequence (Q9Y4P1 whole entry, looked up): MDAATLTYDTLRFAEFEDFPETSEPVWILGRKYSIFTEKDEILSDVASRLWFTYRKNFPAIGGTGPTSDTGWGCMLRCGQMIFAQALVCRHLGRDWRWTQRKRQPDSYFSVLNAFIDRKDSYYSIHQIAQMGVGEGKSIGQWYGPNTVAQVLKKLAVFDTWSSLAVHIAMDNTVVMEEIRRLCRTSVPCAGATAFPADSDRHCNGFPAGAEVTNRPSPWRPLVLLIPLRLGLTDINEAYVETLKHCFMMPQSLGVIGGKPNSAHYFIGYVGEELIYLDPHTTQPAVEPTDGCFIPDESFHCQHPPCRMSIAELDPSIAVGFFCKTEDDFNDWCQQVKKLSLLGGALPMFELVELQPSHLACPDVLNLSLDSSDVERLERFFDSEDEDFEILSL
MPTP inh = blocks calcium-induced mitochondrial swelling; isolated mouse mitochondria, Ca2+ swelling absorbance, 30 min; inhibition, % at 10 µM; 360,000 compounds, 1.4% hits; AID 602449;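 active means inhibition of 50% or more, scaled per plate between neutral and stimulator controls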;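 further: 0% = DMSO wells given calcium and 100% = 1 mM EGTA wells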
hIAP inh = human IAP inhibition; 330,000 compounds, 0.12% hits; purified IAP, CDP-Star luminescence, 30 min; inhibition, % at 10 µM; AID 2544; P09923;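 active means inhibition reaching a set limit with compound at 10 µM in the primary screen, cut at about 35% in these data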;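 further: plate controls were DMSO wells with enzyme for no effect and no-enzyme buffer wells for full effect; values of inactives mirror those of a sister screen read the other way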
Numbers without * were called inactive; / = not tested or not shown.

SMILES	mIAP activ	A3G deaminase	mIAP block	MIN6 prolif	APOBEC3A inh	hIAP act	ATG4B inh	MPTP inh	hIAP inh
CCCn1c(=O)c(C(=O)N/N=C/c2ccc(F)cc2)c(O)c2ccccc21	1.04	-1.3	-3.7	-1.4	-0.9	1.06	0.5	-0.5	-6.3
CC(C)c1ccc(Nc2ncccc2C(=O)O)cc1	0.999	-5.3	0.1	-3.3	1.5	0.982	-6.4	1.3	1.8
CC(C)(C)C1CCC(C(=O)NCCc2ccc(S(N)(=O)=O)cc2)CC1 (centres undefined)	1.05	8.0	-5.3	0.0	3.9	1.06	-13.7	0.6	-5.8
Cc1ncc([N+](=O)[O-])n1CCOC(=O)c1cc(Cl)cc(Cl)c1N	0.952	7.7	4.8	-4.1	29.1	0.837	11.5	-1.7	16.3
CC(OC(=O)Cc1c[nH]c2ccccc12)C(=O)N(C)c1ccccc1 (centres undefined)	0.924	-7.9	7.6	4.4	-3.6	1.07	0.7	0.3	-7.4
CCN1C(=O)N[C@@H](c2cccc(F)c2)C(C(=O)OC)=C1C	1.04	-3.1	-4.2	0.1	2.4	0.975	-15.8	0.8	2.5
COc1cccc(/C=C2/SC(=S)N(CCCC(=O)Nc3ccc(O)cc3)C2=O)c1	0.797	-5.7	20.3	-1.9	-3.6	1.21	-0.3	1.0	-21.0
CCN(C(=O)CN1C(=O)S/C(=C\c2cccc(OC)c2)C1=O)C1CCS(=O)(=O)C1 (centres undefined)	0.998	2.3	0.2	-1.1	-2.5	1.47	4.2	0.7	-46.7
CC(C)C1NC(C(=O)O)Cc2c1[nH]c1ccccc21 (centres undefined)	1.13	-3.7	-12.9	-3.7	-4.7	1.07	4.5	1.1	-7.2
O=C(NCCCN1CCOCC1)C1CC(=O)N(C2CCCCC2)C1 (centres undefined)	1.06	-2.5	-6.0	-2.3	6.8	1.01	-4.9	0.5	-1.4
CC1CCCC(C)N1CCNC(=O)C1CCN(S(=O)(=O)N2CCCCC2)CC1 (centres undefined)	0.953	-1.5	4.7	1.5	0.5	1.02	7.6	-1.0	-2.5
CCCCc1nc(SCC(=O)Nc2cc(C)on2)n[nH]1	0.941	-8.4	5.9	1.0	-3.7	1.04	-8.2	-1.9	-3.9
COc1ccc(OC)c(NC(=O)c2ccccc2NS(=O)(=O)c2cccc3cccnc23)c1	1.02	-4.6	-2.0	5.4*	-0.7	1.04	-3.7	-0.8	-4.2
COc1ccc2nc(Nc3ccccc3)sc2c1	0.904	0.4	9.6	-3.9	3.8	0.991	-2.2	0.5	0.9
O=C(CCc1ccccc1)Nc1cc(C(=O)O)cc(C(=O)O)c1	0.918	-9.9	8.2	-1.3	-1.4	1.15	5.4	0.3	-15.4
O=C(c1ccccc1)c1ccc2nc(N3CCCCC3)c3nncn3c2c1	0.899	-6.9	10.1	-2.7	-2.2	1.02	3.5	1.1	-1.8
O=C(CN1CCc2ccccc21)NCc1ccccc1Cl	1.07	-3.3	-7.1	-2.9	3.5	0.976	3.4	1.6	2.4
CCOc1ccc(CC(C(=O)NN)C(=O)NN)cc1CN(C)C	1.03	4.3	-3.5	-1.8	3.0	0.954	-0.6	0.9	4.6
Cc1ccc(C)c(OCC(=O)N(C)CC(=O)Nc2ccc(Cl)c(C(F)(F)F)c2)c1	0.907	-7.5	9.3	-5.4	-1.8	1.04	-42.1	2.9	-4.2
Cc1sc(/N=C/c2c(O)ccc3ccccc23)c(C#N)c1C	0.988	-5.9	1.2	-0.5	-6.0	1.07	/	/	-7.3
Clc1cccc(COn2c(-c3ccc(Cl)cc3Cl)nc3ncccc32)c1	0.908	-0.4	9.2	-3.4	0.9	0.991	-4.6	-5.9	1.0
Cc1ccc(-n2nc3c(N4CCC(C(=O)NCc5ccc(C)o5)CC4)nnc(C)c3c2C)cc1	0.961	-0.8	3.9	-4.7	-2.3	0.84	31.7	-2.5	16.0
CCOCCCNC(=O)C(NC(=O)c1ccc(NC(C)=O)cc1)c1ccccc1 (centres undefined)	0.965	-10.8	3.5	-1.8	-6.6	1.13	-6.2	2.6	-13.0
CSc1cccc(CN2CCC(Oc3ccc(C(=O)N4CCCCC4)cc3)CC2)c1	0.968	-4.2	3.2	-5.2	2.0	0.91	32.5	0.5	9.0
CCN(CC)C(=S)SCC(=O)NC12CC3CC(CC(C3)C1)C2	1.05	-3.2	-4.6	-1.4	-0.7	1.05	17.4	3.9	-4.9
Cc1cc(=O)[nH]c(SCC(=O)Nc2ccc(F)cc2)c1C#N	0.952	-2.0	4.8	3.9	-1.9	0.949	3.5	6.1	5.1
O=C(COc1ccc2ccccc2c1Br)Nc1cccnc1	0.903	-4.5	9.7	-5.0	-6.0	1.08	-10.1	-0.1	-7.7
COc1cc(C=O)ccc1OCC(=O)NC(C)(C)C	0.979	-8.3	2.1	0.7	-2.8	0.9	-7.8	-2.2	10.0
COc1ccc(-c2nnc(SCC(=O)N3CCCCC3)o2)cc1	0.998	0.6	0.2	0.0	4.6	0.843	-4.5	2.5	15.7
CCOC(=O)c1cnc2c(C)c(C)ccc2c1Nc1ccc(S(=O)(=O)Nc2ncccn2)cc1	0.854	-9.0	14.6	0.0	-0.6	1.02	17.1	2.2	-1.7
O=C(Nc1cc(S(=O)(=O)Nc2ccccc2Cl)ccc1O)c1cc2c(s1)CCCC2	0.957	-2.3	4.3	-6.2	0.6	1.08	-5.3	89.1*	-8.3
COc1ccccc1C(=O)N(Cc1ccc(Cl)cc1)C1CCS(=O)(=O)C1 (centres undefined)	1.01	0.0	-1.4	-1.2	-1.6	0.997	5.8	-1.6	0.3
COc1cc(NC(=O)CCNC(=O)Cn2ccc3ccccc3c2=O)cc(OC)c1OC	0.995	-10.1	0.5	-0.1	-6.6	0.973	1.2	-0.1	2.7
CC(=O)O[C@H]1c2ccccc2-c2ccccc2[C@@H]1OC(C)=O	1.07	-1.4	-7.1	-0.4	1.1	1.19	-2.0	1.0	-19.1
O=C(CN(c1cccc(Cl)c1)S(=O)(=O)c1ccc(Cl)cc1)N1CCc2ccccc2C1	0.957	-2.7	4.3	-3.4	-0.8	1	-1.8	1.2	-0.1
CC(=O)c1cccc(NS(=O)(=O)N2CCOCC2)c1	0.916	-1.3	8.4	-3.2	1.0	1.08	3.2	-0.9	-7.6
O=C(NCCc1c[nH]c2ccccc12)/C(=C\c1cccnc1)NC(=O)c1ccco1	1.16	0.2	-15.6	-0.7	2.8	1.07	-9.5	-0.9	-7.2
COc1ccc(-c2cc(C(=O)Nc3ccc(C)c(C)c3)no2)cc1	1.08	-4.2	-8.3	-2.4	1.1	0.993	-0.9	0.8	0.7
O=C(O)c1cccc(NC(=S)NC(=O)c2ccc(-c3ccc(Cl)cc3)o2)c1	0.899	-3.8	10.1	-0.9	-3.6	0.896	6.0	-1.2	10.4
O=C(Nc1cccnc1)c1coc(=O)c2ccccc12	1.02	-3.1	-1.8	1.1	-2.0	1.01	-11.2	-2.9	-1.5
COc1ccc(C(CNC(=O)COc2cc(C)ccc2Cl)N2CCCCC2)cc1 (centres undefined)	1.01	-1.5	-1.1	1.6	-0.5	1.1	4.4	-0.6	-10.3
Cc1noc(C)c1S(=O)(=O)N1CCCC(C(=O)NCc2ccccc2Cl)C1 (centres undefined)	0.997	-6.9	0.3	3.5	-4.3	0.779	-5.5	-2.5	22.1
O=c1onc(-c2ccccc2Cl)n1-c1ccccc1Cl	0.999	-0.5	0.1	0.1	0.5	0.948	2.6	3.1	5.2
COc1ccc2c(c1)cc1n2CCN=C1N	1.02	0.2	-2.0	0.7	3.8	1.07	0.1	-1.5	-6.8
CCn1c(SCC(=O)Nc2ccc3c(c2)oc2ccccc23)nnc1-c1ccc(N)cc1	1.09	-5.5	-9.0	-3.9	-4.8	0.947	-6.3	1.0	5.3
CC(C)c1ccc(CN2CCN(S(=O)(=O)c3ccc(Cl)s3)CC2)cc1	0.961	-4.4	3.9	-7.6	3.9	1.07	-0.2	-2.1	-7.4
CC(C)c1ccc(NC(=O)Cc2c(C(=O)O)n(C)c3ccccc23)cc1	0.902	-4.9	9.8	-1.3	-2.4	0.899	-1.9	0.0	10.1
O=C(N/N=C/c1ccc[nH]1)c1cccnc1	0.663	-6.5	33.7	-0.8	0.2	0.979	-1.0	-3.4	2.1
C[C@@H](C(=O)NCc1ccccn1)[C@@H]1C[C@@]1(C)[C@@H](NC(=O)OCc1ccccc1)c1ccccc1	0.938	-5.7	6.2	3.4	-6.0	0.927	-1.3	0.0	7.3
Cc1nc2ccc(NS(=O)(=O)c3cccc([N+](=O)[O-])c3)cc2s1	1.15	-7.7	-15.2	-5.7	-4.1	1.16	2.0	55.2*	-16.1
O=S(=O)(c1ccccc1)c1nc(-c2ccccc2)oc1N1CCCCC1	0.995	-3.8	0.5	-1.1	-4.1	1.11	26.7	-1.7	-11.4
O=C(COc1ccccc1-c1ccccc1)N/N=C/c1cccc2ccccc12	0.884	2.2	11.6	-3.4	4.5	0.94	2.4	1.8	6.0
CCOc1ccc2cc(S(=O)(=O)N3CCCCC3)ccc2c1	0.971	-0.8	2.9	0.0	3.2	0.915	-12.4	-0.8	8.5
C1CCN(c2nc3nonc3nc2NCC2CCOCC2)CC1	1.03	-2.6	-2.9	2.0	3.2	0.902	-2.0	0.6	9.8
COc1ccccc1C(=O)OCC(=O)NC(=O)NC1CCCCC1	0.918	-8.4	8.2	-1.0	-3.3	0.891	3.3	0.7	10.9
CCOc1ccc(C(=O)Nc2nnc(S(=O)(=O)N(C)Cc3ccco3)s2)cc1	0.922	1.2	7.8	0.0	-1.4	1.04	5.9	0.0	-4.4
Clc1ccc2nc(CSc3ccccc3)cn2c1	0.954	-5.9	4.6	-2.5	-2.6	1.1	1.4	2.2	-9.6
COc1cc(/C(C)=N/Nc2ccc(C(=O)O)cc2)cc(OC)c1OC	0.968	0.6	3.2	-0.8	3.5	1.03	-2.6	-0.3	-3.0
Cn1c(CSCc2ccc(Cl)cc2)n[nH]c1=S	1.03	27.5	-2.6	0.7	0.6	1.07	-0.6	-1.8	-7.0
CC1=C(C(=O)NCCCOC(C)C)C2(CCC(C)CC2)OC1=O (centres undefined)	0.976	-2.7	2.4	-2.6	1.0	1	-6.8	-1.6	-0.1

Two of the compounds above, with values under each structure.
Each structure is followed by: mIAP activ | A3G deaminase | mIAP block | MIN6 prolif | APOBEC3A inh | hIAP act | ATG4B inh | MPTP inh | hIAP inh
- COc1cc(/C(C)=N/Nc2ccc(C(=O)O)cc2)cc(OC)c1OC
    0.968 | 0.6 | 3.2 | -0.8 | 3.5 | 1.03 | -2.6 | -0.3 | -3.0
- Cn1c(CSCc2ccc(Cl)cc2)n[nH]c1=S
    1.03 | 27.5 | -2.6 | 0.7 | 0.6 | 1.07 | -0.6 | -1.8 | -7.0

Carrying on.
SMILES	mIAP activ	A3G deaminase	mIAP block	MIN6 prolif	APOBEC3A inh	hIAP act	ATG4B inh	MPTP inh	hIAP inh
CCn1c(=S)sc2c(=O)n(CC(=O)Nc3cc(OC)ccc3OC)c(C)nc21	0.88	-4.5	12.0	0.1	-2.2	0.846	-1.5	-1.8	15.4
CCOC(=O)c1c(N2CCN(c3ccccc3)CC2)cc(C)nc1C	0.906	-5.6	9.4	-0.9	-3.3	0.962	1.5	1.1	3.8
CCc1nnc(NC(=O)CSc2nnnn2-c2cccc(C(C)=O)c2)s1	1.05	-5.4	-5.4	-3.5	0.5	0.932	0.4	-1.9	6.8
CC(=O)c1cccc(N(CC(=O)NC2CCCCC2)C(=O)CCC(=O)Nc2nc(C)cs2)c1	0.943	-12.0	5.7	0.0	-3.7	0.807	-4.3	-0.5	19.3

Source: PubChem
